aSyn rescue: alpha-synuclein toxicity inhibition in yeast | 370,000 tested, 0.14% active | Yeast expressing alpha-synuclein, growth rescue, BacTiter-Glo, 24 h | AID 652106 | Potency, µM (top dose mostly 46.1 µM), without a hit: at the top dose growth rescue (activation), most hits filed as activators; also: potency is read from the fitted curve at half-maximal effect; % of control where 0% means no effect; nearly all actives have a fitted effect of over 65% in size
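Galactose-induced alpha-syn yeast (OD600=0.02, raffinose-pregrown) + pinned cpd, 24 hr, 30 deg C; growth by BacTiter-Glo luminescence. Growth restoration scores as activation.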
EPAC2 ag: agonists of human EPAC2 (RAPGEF4) | AID 720711 | EPAC2 activation, biochemical qHTS; response scale: 100% = 6.5 mM cAMP response | Q8WZA2 | 360,000 tested, 0.079% active | Potency, µM (series often up to 154 µM), for inactives: at the top dose activation, actives largely listed as activators; also: potency is read from the fitted curve at half-maximal effect; nearly all actives have a fitted effect of over 50% in size
Target sequence (Q8WZA2 whole entry, looked up): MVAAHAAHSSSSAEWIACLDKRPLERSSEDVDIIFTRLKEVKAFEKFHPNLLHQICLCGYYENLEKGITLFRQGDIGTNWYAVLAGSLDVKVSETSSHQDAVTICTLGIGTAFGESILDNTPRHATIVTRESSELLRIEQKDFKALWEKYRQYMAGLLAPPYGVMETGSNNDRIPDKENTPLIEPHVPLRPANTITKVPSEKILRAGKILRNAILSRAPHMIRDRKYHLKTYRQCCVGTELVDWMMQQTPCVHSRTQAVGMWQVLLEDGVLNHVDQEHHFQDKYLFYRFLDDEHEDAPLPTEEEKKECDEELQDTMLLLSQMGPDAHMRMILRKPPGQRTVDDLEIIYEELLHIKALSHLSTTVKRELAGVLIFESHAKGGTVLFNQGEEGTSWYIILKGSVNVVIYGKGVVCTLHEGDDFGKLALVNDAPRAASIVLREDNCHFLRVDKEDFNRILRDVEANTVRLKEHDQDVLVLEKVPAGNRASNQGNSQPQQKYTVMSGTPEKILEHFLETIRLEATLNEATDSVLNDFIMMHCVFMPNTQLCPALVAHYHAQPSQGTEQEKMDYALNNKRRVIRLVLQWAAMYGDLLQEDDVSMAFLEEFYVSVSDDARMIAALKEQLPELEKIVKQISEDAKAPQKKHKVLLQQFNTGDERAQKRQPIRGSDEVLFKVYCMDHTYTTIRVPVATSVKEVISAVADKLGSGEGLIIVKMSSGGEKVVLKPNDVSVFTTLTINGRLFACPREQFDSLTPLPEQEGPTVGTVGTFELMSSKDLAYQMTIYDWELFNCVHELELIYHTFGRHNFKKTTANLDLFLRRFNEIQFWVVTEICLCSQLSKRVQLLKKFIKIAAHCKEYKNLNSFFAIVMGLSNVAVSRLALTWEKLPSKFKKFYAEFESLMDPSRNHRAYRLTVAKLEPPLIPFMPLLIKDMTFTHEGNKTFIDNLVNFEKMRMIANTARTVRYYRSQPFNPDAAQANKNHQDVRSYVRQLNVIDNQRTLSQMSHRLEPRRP
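Nucleotide exchange monitored as fluorescence drop when BODIPY-GDP leaves Rap1B. Reaction: 100 nM EPAC2, 250 nM RAP1B-BODIPY-GDP, 50 uM GDP, room temperature, kinetic read over 30 min. Activity expressed relative to 6.5 mM cAMP.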
FUS yeast rescue: FUS proteinopathy suppression in yeast; S. cerevisiae FUS-expressing, growth rescue, OD600, 24 h; Potency, µM (top dose mostly 76.6 µM), inactives show top-dose growth rescue (activation), actives largely listed as activators; 390,000 tested, 0.24% active; AID 1347120;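 also: potency is read from the fitted curve at half-maximal effect; plate controls were DMSO vehicle for no effect and reference control for full effect; nearly all actives have a fitted effect of over 55% in size; some results filed as inactive show a strong effect at the top dose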
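Yeast FUS proteinopathy model; galactose-induced FUS (2%), starting OD 0.005. Cpds in dilution series, 24hr, 30C, 99% humidity. Abs 600 nm growth. Pos ctrl CP55940 (top 92uM final); neg ctrl DMSO.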
EPAC2 antagonist: blocks human EPAC2 exchange factor | 360,000 tested, 0.18% active | EPAC2 GEF exchange of Rap1B-BODIPY-GDP, fluorescence | Q8WZA2 | Potency, µM (titrated, usually from 114 µM), inactives show top-dose activity, negative = inhibition, most hits filed as inhibitors; also: potency is read from the fitted curve at half-maximal effect; % is scaled to controls: 0 for no effect and ±100 for the full control effect; nearly all actives have a fitted effect of over 45% in size; many of its hits are not listed in these tables
Abeta rescue: compounds reversing amyloid beta toxicity in yeast; yeast expressing A-beta42, growth rescue, OD600, 48 h; response scale: 0% DMSO, 100% iron-clioquinol control; Potency, µM (top dose mostly 46.1 µM), for inactives: at the top dose growth rescue, most hits filed as activators; AID 1347071; 410,000 tested, 0.063% active; also: potency is read from the fitted curve at half-maximal effect; nearly all actives have a fitted effect of over 55% in size
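Growth rescue measured by 600 nm absorbance after 48 h yeast culture at 30 C with compound. Values normalized between DMSO and an equimolar ferric chloride plus clioquinol control.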
D3 antag: blocks the human D3 dopamine receptor; P35462; 360,000 tested, 2.5% active; max response, negative = inhibition, %; D3R cells, DiscoveRx beta-arrestin luminescence, antagonist mode; stronger effect = lower value; in the data active = max response below about -50%; inconclusive = no clear call, values can overlap the other calls; also: % is scaled to controls: 0 for no effect and ±100 for the full control effect; mostly tested at two doses, the higher about 12 µM
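Cells plated overnight at 1500 cells/well, then exposed to library compounds with dopamine controls for 90 minutes at 37 degrees C. DiscoveRx reagent added for 30–60 minutes at room temperature; luminescence read, quantitative HTS format.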
TDP43 rescue: TDP-43 toxicity inhibition in yeast | 410,000 tested, 1.8% active | Potency, µM (top dose mostly 46.1 µM), for inactives: top-dose growth rescue (activation), most hits filed as activators | TDP-43 expressing yeast growth rescue, BacTiter-Glo, 24 h; also: potency is read from the fitted curve at half-maximal effect; % of control where 0% means no effect; nearly all actives have a fitted effect of over 50% in size
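Yeast cells expressing TDP-43 under galactose induction are exposed to compounds for 24 hr at 30 deg C. BacTiter-Glo luminescence measures growth, so protective compounds score as activators.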
D3 ag: D3 dopamine receptor (human) agonism; P35462; D3R DiscoveRx beta-arrestin cells, luminescence, 90 min; max activation, %; 410,000 tested, 0.58% active; AID 652048; in the data active = max activation above about 30%; also: 0% is about no effect; mostly tested at two doses, the higher about 12 µM
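Cells at 1500/well, incubated overnight, then treated with pinned compounds (dopamine as control) for 90 min at 37 degrees C. DiscoveRx reagent added for 30 - 60 minutes at room temperature; luminescence read.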
The depositor's hits bear a star; ? = inconclusive; / = not tested or not shown; & = joins results of further samples; [ ] = remark or other dose. Unless noted, calls follow the shape of the dose curve; as a rule, active = well fitted curve in the direction sought with a large enough effect; inconclusive = small, poorly fitted or top-dose-only effect, or another doubt; inactive = no such curve, though single readings can be large; an effect the other way counts as inactive or inconclusive. An excerpt. The share of hits here may be higher or lower than overall.

SMILES	aSyn rescue	EPAC2 ag	FUS yeast rescue	EPAC2 antagonist	Abeta rescue	D3 antag	TDP43 rescue	D3 ag
COc1ccc(CCNC(=O)C2CCC(CNS(=O)(=O)c3ccc(C)cc3)CC2)cc1OC (stereo not given)	/	/	9%	/	-14%	/	9%	-5
CC(C)[C@H](NC(=O)c1ccccc1)C(=O)O	-12%	14%	15%	0%	-11%	-22	-14%	-5
COc1cccc(OCC(=O)N(C)Cc2nc(-c3cccc(C)c3)no2)c1	7%	18%	29%	-14%	1%	3	7%	-24
O=C(Cn1c2c(c(-c3ccccc3)cc1=O)CCCC2)N1CCCCCC1	-4%	6%	37%	?	-9%	-17	13%	-10
COCCNC(=O)CSc1nc2ccccc2c(=O)n1CCC(=O)N1CCN(c2ccccc2)CC1	-2%	16%	44%	3%	4%	-20	8%[9.22 µM]	-10
COC(=O)CSc1nc2c(c(=O)n(C)c(=O)n2C)n1CCCc1ccccc1	8%	?	-8%	27%[57.1 µM]	-13%	-3	0%	0
COc1ccc(Cl)cc1NC(=S)NCCc1ccc(F)cc1	-13%	8%	1%	-23%	?	?	32µM*	-17
Nc1nc(CN2CCN(c3ccccc3F)CC2)nc(N2CCCc3ccccc32)n1	8%	3%	21%	-13%	1%	-24	-21%[0.397 µM]	32*
CCCc1nc2c([nH]1)c(=O)n(C)c(=O)n2C	-1%	1%	12%	14%	-14%	-17	-18%	-17
Cc1cc(NC(=O)CN2C(=O)NC(C)(c3ccccc3Cl)C2=O)no1 (stereo not given)	6%	-1%	4%	16%	3%	-2	-17%	4
O=C(NNc1cc(Cl)ccc1Cl)C1CCC1	4%	6%	-6%	11%	18%	0	23%	-2
OC(c1cccc(Cl)c1)c1nc(-c2ccccc2)cs1 (stereo not given)	?	14%	8%	-21%	-83%[inhibitor]	9	14µM*	6
CC(=O)N1N=C(N)SC1c1ccc(Cl)c(Cl)c1 (stereo not given)	6%	-1%	-5%	?	-4%	-1	-4%	2
Fc1ccccc1CNC(=S)NC1CCCCC1	?	12%	2%	-8%	?	-7	8%	-6
COc1ccc(N2CCN(S(=O)(=O)c3cc(Br)cc4c3N(C(=O)C3CC3)CC4)CC2)cc1	/	/	-13%	/	-17%	/	1%	-22
CCc1ccc(OCC(=O)Nc2nnc(C3CCCC3)s2)cc1	2%	1%	15%	3%	12%	0	17%	3
CC(=O)Nc1cc(-c2cccc(N)c2)cn2c(-c3ccc(C(C)=O)cc3)cnc12	-2%	0%	?	-12%	-21%	45	19%	1
O=C(NNC(=S)Nc1ccc(Cl)cc1)c1cccs1	-7%	-4%	4%	-9%	22%	-2	15%	0
C=CCNC(=O)N1CCC(CO)(Cc2ccc(Cl)cc2)CC1	10%	-5%	-31%	-8%	5%	11	6%	-1
CN(C(=O)Cn1nnc(-c2cccnc2)n1)C1CCCCC1	5%	15%	-33%	5%	6%	-4	0%	5
CCc1ccc(NC(=O)CCS(=O)(=O)c2ccc(Br)cc2)cc1	3%	2%	-18%	4%	-15%	5	?	0
Cn1nc(C(F)(F)F)c2cc(C(=O)Nc3ccc(F)c(Cl)c3)sc21	-4%	6%	18%	-16%	-5%	18	1%	-6
O=C(Nc1ccncc1)Nc1ccccn1	-1%	4%	-10%	1%	8%	28	8%	-1
CCOC(=O)N1CCN(S(=O)(=O)c2ccc(C(=O)N(CCN(CC)CC)c3nc4ccc(C)cc4s3)cc2)CC1	10%	5%	20%	-4%	11%	?	-1%	-13
O=C(CSc1nnc(-c2cccc(F)c2)o1)NC1CCCC1	0%	0%	22%	4%	2%	5	-6%	7
Cc1c(C(=O)NC(Cc2ccccc2)c2nc3ccccc3[nH]2)cccc1[N+](=O)[O-] (stereo not given)	1%	9%	-9%	-2%	1%	-25	?	-2
CCc1ccc2oc(C(=O)NCC(c3ccc(OC)cc3)N3CCCCC3)c(C)c2c1 (stereo not given)	0%	1%	12%&-15%	-11%	-1%&-1%	-77*	16%&11%	-16&-20
CCOc1ccc(NC(=O)C2CCN(c3nc4ccccc4[nH]3)CC2)cc1	/	/	-1%	/	7%	/	3%	-13
Cc1ccc(C)c(CN2C(=O)C3CCCN3c3ccc(C#N)cc32)c1 (stereo not given)	/	13%	31%	-6%	-7%	-2	-12%	-3
CC1CC(C)CN(CCCNC(=O)c2cn(C)c3ccc(S(=O)(=O)N4CCCC4)cc3c2=O)C1 (stereo not given)	0%	-9%	-2%	2%	2%	-2	1%	-10
CC1CC(C)CN(C(=O)c2cccc(S(=O)(=O)N3c4ccccc4CC3C)c2)C1 (stereo not given)	2%	10%	39%	-23%	-12%	1	?	5
CC/C(=N\NC(=S)NC(C)C)c1ccc(OC(F)F)cc1	-11%	8%	5%	?	6%	-15	?	-5
Cc1c(CNC2CCC(C)CC2)c(C(=O)O)c(C)n1Cc1ccccc1F (stereo not given)	/	/	-6%	/	24%	/	1%	6
CC(C)CCNC(=O)C(C)N(C(=O)Cn1nnc(-c2ccc(F)cc2)n1)C1CCCC1 (stereo not given)	2%	6%	18%	0%	7%	2	-1%	10
CCNC(=O)C/C(C)=N/NC(=O)C1CCCCC1	1%	-2%	-24%	2%	10%	-8	7%	-3
FC(F)(F)c1cccc(-c2ccc(/C=N/Nc3nncc(-c4ccccc4)n3)o2)c1	-7%	-11%	-25%	-8%	-1%	19	9%	2
CCN(C(=O)CSc1nnc(CNc2cccc(OC)c2)n1C1CCCCC1)C1CCS(=O)(=O)C1 (stereo not given)	-3%	-5%	/	4%	-5%	-6	-18%	-19
Cc1ccc2oc(C(=O)N3CCN(CC(=O)NC(C)C)CC3)c(C)c2c1	-4%	7%	-4%	8%	3%	-1	-8%	5
COC(=O)C(Cc1ccc(O)cc1)NC(=O)CCNC(=O)c1ccco1 (stereo not given)	1%	6%	-9%	7%	-6%	-16	-11%	-3
CN(C)C(=O)c1cccc(-c2cnc3c(NC=O)cc(-c4ccc(F)cc4)cn23)c1	2%	0%	40%	?	-13%	95	24%	4

Quoted at random: 5 records from the list.
SMILES	aSyn rescue	EPAC2 ag	FUS yeast rescue	EPAC2 antagonist	Abeta rescue	D3 antag	TDP43 rescue	D3 ag
CCOC(=O)N1CCN(S(=O)(=O)c2ccc(C(=O)N(CCN(CC)CC)c3nc4ccc(C)cc4s3)cc2)CC1	10%	5%	20%	-4%	11%	?	-1%	-13
Cc1ccc(C)c(CN2C(=O)C3CCCN3c3ccc(C#N)cc32)c1 (stereo not given)	/	13%	31%	-6%	-7%	-2	-12%	-3
Cn1nc(C(F)(F)F)c2cc(C(=O)Nc3ccc(F)c(Cl)c3)sc21	-4%	6%	18%	-16%	-5%	18	1%	-6
Cc1c(C(=O)NC(Cc2ccccc2)c2nc3ccccc3[nH]2)cccc1[N+](=O)[O-] (stereo not given)	1%	9%	-9%	-2%	1%	-25	?	-2
CC1CC(C)CN(C(=O)c2cccc(S(=O)(=O)N3c4ccccc4CC3C)c2)C1 (stereo not given)	2%	10%	39%	-23%	-12%	1	?	5

Remaining list, next part
SMILES	aSyn rescue	EPAC2 ag	FUS yeast rescue	EPAC2 antagonist	Abeta rescue	D3 antag	TDP43 rescue	D3 ag
CCOC(=O)CN1C(=O)S/C(=C\c2ccc(-c3ccc(C(=O)O)c(Cl)c3)o2)C1=O	8%	7%	3%	-25%	14%	21	21%	1
Cn1c(=O)c2[nH]cnc2n(-c2ccccc2)c1=O	-19%	18%	-34%	17%	0%	14	1%	2
CC(C)c1ccc(NC(=O)C(c2ccccc2)N(C)C(=O)c2cnccn2)cc1 (stereo not given)	1%	8%	1%	6%	0%	-16	3%	-11
COc1ccc(OC)c(CCNC(=O)CCn2c(=O)c3cccn3c3ccc(F)cc32)c1	/	/	-3%	/	-7%	/	9%	0
O=C(Cn1nc(-c2ccccc2)c2ccccc2c1=O)NCCN1CCOCC1	3%	4%	0%	-4%	11%	-12	-14%	0
COc1ccc(OCc2nnc(SCC(=O)Nc3ccccc3C#N)o2)cc1	1%	5%	22%	0%	3%	19	-8%	1
CCc1cccc(NC(=O)c2ccc(NS(=O)(=O)c3c(C)noc3C)cc2)c1	-2%	-9%	?	0%	-4%	7	0%	-4
Cc1cc(C)cc(NC(=O)CCn2cnc3ccccc3c2=O)c1	/	/	8%	/	-30%	/	-4%	2
O=C(Cc1cccs1)NCc1ccc(F)cc1	0%	0%	-30%	5%	9%	16	26%	1
Cc1ccc(C(=O)NNC(=O)CSc2nnc3c(n2)[nH]c2ccc(F)cc23)cc1	0%	6%	23%	-7%	-4%	1	-17%	-18
Fc1ccc(-n2cc(CNCCc3ccncc3)c(-c3ccccc3Cl)n2)cc1	4%	-2%	-18%	3%	8%	-1	4%	-11
COc1ccccc1CNC(=O)CSc1nc(=O)[nH]c2c1CCCC2	/	/	-14%	/	-5%	/	18%	1
CCCCOc1cccc(/C=C(\C#N)C(=O)NC2CC2)c1	25%	-1%	18%	-2%	?	13	?	9
C[C@@H]1CN([C@H](C)CO)S(=O)(=O)c2ccc(Br)cc2O[C@H]1CN(C)C(=O)Nc1ccc(F)cc1	5%	2%	15%	-9%	-2%	12	2%	3
Cc1ccc(-n2nc3c(=O)n(CC(=O)NC4CCCCC4)nc(C)c3c2C)cc1	0%	-7%	-1%	-9%	4%	12	22%	-2
O=C1NC(=Nc2ccccc2Cl)SC1(CO)CO	-4%	12%	-2%	-11%	-21%	-7	-8%	-21
CNC(=O)c1c(NC(=O)c2ccc(S(=O)(=O)N3CCCc4ccccc43)cc2)sc2c1CCN(C)C2	7%	?	-1%	16%	-8%	?	-13%	-6
CCCCc1ccc(S(=O)(=O)N2CCC3(CC2)OCCO3)cc1	2%	15%	25%	-1%	4%	-27	0%	-9
CCOC(=O)C(NC(=O)c1ccccc1)=C(C)C	0%	8%	-29%	2%	-7%	6	-12%	0
COC(=O)c1cccc(S(=O)(=O)N2CCC(n3nnc4cc(F)ccc43)CC2)c1	0%	-1%	12%	0%	20%	-9	?	-6
O=C(Nc1ccccc1)C1(c2ccccc2)CC1(Cl)Cl (stereo not given)	10%	12%	17%	-6%	0%	16	?	-2
COC(=O)c1ccc(OCC(O)CN2C(=O)c3ccccc3C2=O)cc1 (stereo not given)	?	1%	-17%	-6%	-8%	0	?	0
COc1ccc(C(=O)O)cc1S(=O)(=O)NCc1ccncc1	0%	13%	-14%	-16%	20%	-17	-13%	10
C=CCN1CC(C)/C(=N\O)CC1C (stereo not given)	2%	-5%	-4%	-10%	4%	-1	-3%	8

Screens as filed in PubChem.
